Bioassay records from PubChem.
KDM4C inh = blocks human GASC-1 (KDM4C) demethylase activity | GST-KDM4C 2-372, H3K9me3 peptide, LANCE TR-FRET | inhibition, % at 12.5 µM | actives 0.15% (n = 96,000) | AID 720574;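 active means mean replicate inhibition above about 25%, with at least 55% of replicates also reaching it, limit read from the data, passing the limit was not always enough; inconclusive means only one of those two conditions met; inactive means neither condition met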
Target sequence (Q9H3R0 2-372 limits assumed): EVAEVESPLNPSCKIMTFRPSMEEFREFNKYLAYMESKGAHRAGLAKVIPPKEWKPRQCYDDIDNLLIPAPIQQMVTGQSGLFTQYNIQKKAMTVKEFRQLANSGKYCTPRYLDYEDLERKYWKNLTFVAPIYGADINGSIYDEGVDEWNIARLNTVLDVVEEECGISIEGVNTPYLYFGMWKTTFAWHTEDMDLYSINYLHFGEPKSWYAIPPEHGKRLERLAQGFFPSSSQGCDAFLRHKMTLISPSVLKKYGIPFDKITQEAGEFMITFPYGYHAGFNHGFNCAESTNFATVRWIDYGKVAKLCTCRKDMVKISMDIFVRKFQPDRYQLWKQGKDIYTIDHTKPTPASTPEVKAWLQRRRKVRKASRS
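reagent = H3K9me3 peptide substrate, Fe(II), 2-oxoglutarate | system = GST-tagged GASC-1 (JMJD2C) catalytic fragment, aa 2-372 | amount = enzyme final amount 10 nM | read-out = Fall in 671/618 emission ratio as inhibition | medium = HEPES buffer, pH 7.5, plus ascorbate | schedule = 30 min reaction, 60 min detection, RT | measured by = LANCE TR-FRET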
Pf Dd2 inh = inhibitors of Plasmodium falciparum Dd2 growth | P. falciparum Dd2 growth, SYBR Green, 72 h; stronger effect = lower value | activity change, % at 10 µM | actives 2.3% (n = 94,000) | AID 1159554; in the data active means activity change below about -80%; inconclusive means no clear call, values can overlap the other calls
T cruzi growth = blocks T. cruzi growth in NIH3T3 culture | T. cruzi beta-gal in NIH3T3, GalScreen luminescence, 90 h | inhibition, % at 8.34 µM | actives 5.9% (n = 77,000);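 active means mean inhibition above about 93%, with at least 55% of replicates each passing it, limit read from the data, passing the limit was not always enough; inconclusive means only one of those two conditions holds; inactive means neither condition holds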
C diff HTS = inhibitors of Clostridium difficile growth | growth activity, negative = inhibition, % at 16 µg/mL (by protocol) | Clostridium difficile clinical isolate growth, OD600, 24 h; stronger effect = lower value | actives 0.25% (n = 86,000);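 active means mean growth activity at or below -80% and every replicate also at or below -80%; inconclusive means mean at or below -80% but some replicate above -80%; inactive means mean growth activity above -80%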;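 further: 0% = DMSO wells and -100% = levofloxacin 16 µg/mL wells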
Active calls of the source: *; ? = inconclusive; · = not tested or not shown; & = joins results of further samples. Rows were taken by chance (roughly 6.7% active in at least one column).

SMILES	KDM4C inh	Pf Dd2 inh	T cruzi growth	C diff HTS
COc1ccc(NC(=O)N2C[C@H]3[C@@H](c4ccccc42)[C@H](CO)N3Cc2ccccn2)cc1	4.5	10.1	-25.2	1.8
O=C(c1ccccc1F)N1CC[C@H]2[C@H](CO)Nc3ccc(Br)cc3[C@H]21	-0.5	21.5	57.7	6.2
COc1ccccc1NC(=O)N1CC(=O)N2[C@H](CO)[C@@H](c3ccc(C#Cc4ccccc4)cc3)[C@H]2C1	0.4	-45.6	·	1.0
CCCN(C)C[C@@H]1OCCCC[C@@H](C)Oc2ccc(NC(=O)Nc3cccc4ccccc34)cc2C(=O)N([C@H](C)CO)C[C@@H]1C	-0.9	?	70.9	-4.5
COCC#Cc1ccc([C@@H]2[C@H]3CN(C(=O)Nc4cc(F)ccc4F)CCCCN3[C@H]2CO)cc1	0.6	7.9	74.2	2.1
O=C(C[C@@H]1C[C@H]2c3cc(NC(=O)Nc4ccc(C(F)(F)F)cc4)ccc3O[C@H]2[C@H](CO)O1)NCc1ccc2c(c1)OCO2	-1.8	-64.1	75.7	-0.6
Cc1ccc(S(=O)(=O)Nc2ccc3c(c2)C(=O)N([C@H](C)CO)C[C@H](C)[C@@H](CN(C)Cc2ccncc2)OCCCC[C@H](C)O3)cc1	0.7	-29.7	18.7	·
Cc1ccc(S(=O)(=O)Nc2cccc3c2O[C@@H](CN(C)S(=O)(=O)c2c(C)noc2C)[C@@H](C)CN([C@H](C)CO)C3=O)cc1	-1.4	-23.5	·	57.6
C[C@@H](NC(=O)C[C@H]1C[C@@H]2c3cc(NS(=O)(=O)c4ccc(F)cc4)ccc3O[C@@H]2[C@H](CO)O1)c1ccccc1	-0.7	-98.9*	63.7	-10.2
CNC[C@@H]1Oc2ccc(NS(=O)(=O)c3ccccc3)cc2CC(=O)N([C@H](C)CO)C[C@@H]1C	0.4	-0.7	-29.0	-3.7
O=S(=O)(c1ccc(F)cc1)N1CC[C@@H]2[C@H]1c1cc(-c3ccccc3F)ccc1N[C@@H]2CO	-0.3	2.6	38.7	-22.3
O=C(C[C@@H]1CC[C@H]2[C@@H](COC[C@@H](O)CN2Cc2cc(F)cc(F)c2)O1)NC1CCC1	1.0	-0.5	12.7	-1.6
C[C@H]1CCCCO[C@H](CN(C)Cc2ccc3c(c2)OCO3)[C@@H](C)CN([C@@H](C)CO)C(=O)c2cc(NC(=O)C3CCCCC3)ccc2O1	-0.4	-63.8	60.2	1.5
Cc1noc(C)c1NC(=O)N(C)C[C@@H]1OCCCC[C@H](C)Oc2ccc(NS(=O)(=O)c3cccs3)cc2C(=O)N([C@@H](C)CO)C[C@H]1C	-1.3	-2.8	26.6	3.8
O=C(NCc1ccc(F)cc1)[C@H]1[C@H](CO)[C@H]2Cn3c(cccc3=O)[C@H]2N1Cc1ccccn1	-0.2	-16.0	4.2	-0.8
C[C@H]1CCCCO[C@@H](CN(C)Cc2ccc(C(F)(F)F)cc2)[C@@H](C)CN([C@@H](C)CO)C(=O)c2cc(NC(=O)Nc3ccc(C(F)(F)F)cc3)ccc2O1	3.0	-83.4*	?	18.9
COCC(=O)N1CC2(CCN(C(C)=O)CC2)c2c([nH]c3cc(OC)ccc23)[C@@H]1CO	0.1	14.1	·	-7.3
COc1ccc(S(=O)(=O)Nc2cccc3c2O[C@@H](CN(C)Cc2ccc(Cl)c(Cl)c2)[C@H](C)CN([C@H](C)CO)C3=O)cc1	-1.3	-34.3	74.2	12.1
COc1ccc(NC(=O)N(C)C[C@@H]2OCCCC[C@@H](C)Oc3ccc(NS(=O)(=O)c4ccc(C)cc4)cc3C(=O)N([C@@H](C)CO)C[C@@H]2C)cc1	0.8	-65.1	33.3	·
CC(C)NC(=O)N(C)C[C@@H]1Oc2ncc(C#CC3CCCC3)cc2C(=O)N([C@H](C)CO)C[C@H]1C	-0.5	-19.8	52.2	-8.2
C[C@@H](NC(=O)C[C@@H]1C[C@H]2c3cc(NC(=O)CN(C)C)ccc3O[C@H]2[C@@H](CO)O1)c1ccccc1	-3.4	10.5	-1.6	1.5
COc1cccc(-c2cn(CC[C@@H]3CC[C@H](NC(=O)CC4CC4)[C@@H](CO)O3)nn2)c1	54.6*	4.9	4.1	-2.9
COc1ccc(NC(=O)N2C[C@@H](O)COC[C@H]3O[C@H](CC(=O)NC4Cc5ccccc5C4)CC[C@@H]32)cc1	2.4	-1.6	32.2	·
Cc1noc(C)c1NC(=O)Nc1ccc2c(c1)C(=O)N([C@H](C)CO)C[C@H](C)[C@H](CN(C)C(=O)Nc1ccccc1)OCCCC[C@@H](C)O2	-1.2	35.5	-26.7	-6.7
CO[C@H]1CN(C)C(=O)c2ccc(NC(=O)C3CC3)cc2OC[C@@H](C)N(CC2CC2)C[C@@H]1C	0.3	3.0	·	·
O=C(NC1CCCC1)N1CCCCN2[C@H](CO)[C@H](c3ccc(-c4cncnc4)cc3)[C@@H]2C1	0.6	-10.1	101.9*	-0.8
CN(C)CC(=O)N[C@H]1CC[C@@H](CC(=O)NCc2ccc(Cl)cc2)O[C@@H]1CO	-0.7	-6.5	15.9	-6.0
C[C@@H]1CCCCO[C@@H](CN(C)S(=O)(=O)c2ccc(F)cc2)[C@@H](C)CN([C@H](C)CO)C(=O)c2cc(NC(=O)c3ccccc3)ccc2O1	·	-35.3	·	9.3
C[C@@H]1CN([C@@H](C)CO)C(=O)c2cc(N(C)C)ccc2O[C@@H]1CN(C)Cc1ccncc1	6.9	40.4	-34.5	-3.5
CCC(=O)NC[C@H]1N[C@H](CO)[C@@H]1c1ccc(-c2ccccc2F)cc1	-0.7	-1.5	·	-6.0

Sorted by heavy-atom count (ascending): some entries from above.
SMILES	KDM4C inh	Pf Dd2 inh	T cruzi growth	C diff HTS
COc1cccc(-c2cn(CC[C@@H]3CC[C@H](NC(=O)CC4CC4)[C@@H](CO)O3)nn2)c1	54.6*	4.9	4.1	-2.9
C[C@@H](NC(=O)C[C@@H]1C[C@H]2c3cc(NC(=O)CN(C)C)ccc3O[C@H]2[C@@H](CO)O1)c1ccccc1	-3.4	10.5	-1.6	1.5
C[C@@H]1CCCCO[C@@H](CN(C)S(=O)(=O)c2ccc(F)cc2)[C@@H](C)CN([C@H](C)CO)C(=O)c2cc(NC(=O)c3ccccc3)ccc2O1	·	-35.3	·	9.3
Cc1noc(C)c1NC(=O)Nc1ccc2c(c1)C(=O)N([C@H](C)CO)C[C@H](C)[C@H](CN(C)C(=O)Nc1ccccc1)OCCCC[C@@H](C)O2	-1.2	35.5	-26.7	-6.7

Next part
SMILES	KDM4C inh	Pf Dd2 inh	T cruzi growth	C diff HTS
Cc1ccc(-c2cnc3c(c2)C(=O)N([C@@H](C)CO)C[C@H](C)[C@@H](CN(C)Cc2ccccc2F)O3)cc1	7.1	-22.5	114.9*	8.5
C[C@H](CO)N1C[C@H](C)[C@@H](CN(C)Cc2ccc(Oc3ccccc3)cc2)Oc2c(cccc2N(C)C)C1=O	·	-11.6	69.5	-3.8
C[C@@H]1CN([C@@H](C)CO)S(=O)(=O)c2ccc(-c3ccccc3)cc2O[C@@H]1CN(C)Cc1cncnc1	2.2	6.9	55.7	-5.2
COC(=O)C[C@@H]1CC[C@H]2[C@H](COc3ccc(NC(=O)c4ccc(C(F)(F)F)cc4)cc3C(=O)N2C)O1	2.4	-0.2	70.4	11.5
C[C@@H]1CCCCO[C@@H](CN(C)S(=O)(=O)c2ccc(F)cc2)[C@H](C)CN([C@H](C)CO)C(=O)c2cc(NS(=O)(=O)c3cn(C)cn3)ccc2O1	-1.0	-54.5	·	2.3
C[C@H]1CN([C@@H](C)CO)C(=O)c2cc(NC(=O)C3CCCCC3)ccc2O[C@@H]1CN(C)S(=O)(=O)c1cn(C)cn1	-0.6	3.2	-25.9	-1.1
C[C@H](CO)N1C[C@H](C)[C@H](CN(C)Cc2ccc(C(=O)O)cc2)Oc2ccc(NS(=O)(=O)c3ccccc3)cc2C1=O	0.7	8.9	-85.8	-1.0
Cc1ccc(S(=O)(=O)Nc2ccc3c(c2)C(=O)N([C@@H](C)CO)C[C@@H](C)[C@H](CN(C)C(=O)c2ccncc2)OCCCC[C@@H](C)O3)cc1	0.8	-9.3	-5.9	3.3
Cn1cnc(S(=O)(=O)N2CCCCN3[C@H](CO)[C@@H](c4ccc(-c5ccccc5)cc4)[C@@H]3C2)c1	-1.1	25.6	99.6*	-5.7
CS(=O)(=O)Nc1ccc2c(c1)[C@H]1C[C@@H](CC(=O)NCc3ccc(-c4ccccc4)cc3)O[C@H](CO)[C@H]1O2	-2.1	-13.5	1.4	-4.2
CC(C)NC(=O)Nc1ccc2c(c1)C(=O)N([C@@H](C)CO)C[C@H](C)[C@H](CN(C)C(=O)Nc1ccccc1)OCCCC[C@H](C)O2	-0.1	-21.2	100.3*	-3.4
O=C(NC1CCCCC1)N1CC2(C1)[C@@H](c1ccccc1)[C@@H](CO)N2S(=O)(=O)Cc1ccccc1	2.7	-15.9	·	-4.2
O=C(C[C@H]1CC[C@@H](NC(=O)C2CCC2)[C@@H](CO)O1)NCC1CC1	3.0	16.5	-24.9	·
O=C(N[C@@H]1CC[C@@H](CCn2cc(C3(O)CCCC3)nn2)O[C@@H]1CO)C1CCCCC1	-1.1	-29.4	-26.4	-1.8
Cc1noc(C)c1S(=O)(=O)Nc1cccc2c1O[C@H](CN(C)CC1CC1)[C@H](C)CN([C@@H](C)CO)C2=O	-0.3	27.0	7.2	2.9
C[C@@H]1CN([C@H](C)CO)S(=O)(=O)c2ccc(C#C[C@@H](C)O)cc2O[C@@H]1CN(C)C(=O)Nc1ccccc1	·	-1.6	78.0	-1.1
COc1ccccc1S(=O)(=O)N1C[C@@H]2N[C@H](C1)C2c1ccc(-c2ccc(F)cc2)cc1 (stereo partly specified)	-0.2&-1.4	11.6&-61.9	·	17.3&68.2
CN(C)C(=O)[C@H]1[C@H](CO)[C@H]2Cn3c(cccc3=O)[C@H]2N1C(=O)C1CCCCC1	3.1	11.0	38.5	-3.0
O=C(C[C@H]1C=C[C@H](NS(=O)(=O)c2ccc(F)cc2)[C@@H](CO)O1)NCc1ccncn1	-0.3	7.4	-34.4	·
COc1ccccc1S(=O)(=O)N[C@H]1CC[C@@H](CCNC(=O)C2CCCC2)O[C@@H]1CO	5.6	-4.9	·	-2.2
COc1ccc(-c2cn(CC[C@H]3CC[C@@H](NC(=O)NC(C)C)[C@@H](CO)O3)nn2)cc1	-1.1	6.3	23.7	-7.5
COc1ccccc1S(=O)(=O)N[C@@H]1CC[C@@H](CCn2cc(C3CCCCC3)nn2)O[C@H]1CO	0.1	-14.5	-75.8	·
C[C@H](CO)N1C[C@H](C)[C@H](CN(C)Cc2ccc(C(=O)Nc3ccccc3N)cc2)Oc2ccc(NC(=O)C3CC3)cc2C1=O	-1.5	-25.4	83.4	-5.1
COc1ccc(CNC(=O)C[C@H]2CC[C@@H](NC(=O)c3cccc(F)c3)[C@@H](CO)O2)cc1	-0.2	8.4	14.6	·
CCCN1C[C@H](C)[C@@H](OC)CN(C)C(=O)c2cc(NC(=O)c3ccccc3F)ccc2OC[C@@H]1C	-0.1	-28.6	36.3	·
COc1ccc(-c2cnc3c(c2)C(=O)N([C@@H](C)CO)C[C@@H](C)[C@H](CN(C)C(=O)Cc2ccccc2)O3)cc1	-1.6	-5.8	46.6	-5.2
Cc1cccc(NC(=O)Nc2ccc3c(c2)C(=O)N(C)[C@H]2CC[C@@H](CC(=O)NCc4ccccc4Cl)O[C@H]2CO3)c1	-2.5	-6.4	91.8	·
COc1ccc2c3c(n(C)c2c1)[C@H](CO)N(Cc1ccccc1)CC31CN(S(=O)(=O)c2ccc(C)cc2)C1	·	-29.5	·	-52.3
CCCN(C)C[C@H]1Oc2cc(C#CCC3CCCC3)ccc2S(=O)(=O)N([C@H](C)CO)C[C@H]1C	-1.8	56.2	·	·
C[C@H](CO)N1C[C@H](C)[C@@H](CN(C)C(=O)c2cccnc2)Oc2ncc(-c3ccc(F)cc3)cc2C1=O	0.0	-3.9	-140.0	-1.5
CNC[C@H]1OCCCC[C@H](C)Oc2ccc(NC(=O)NC3CCCCC3)cc2C(=O)N([C@H](C)CO)C[C@H]1C	14.4	21.3	16.1	-0.9
O=C(CC1CC1)N[C@@H]1CC[C@@H](CCNS(=O)(=O)c2ccc(F)cc2)O[C@@H]1CO	3.2	-6.5	17.0	-2.0
O=C(c1ccccn1)N1CC[C@@H]2[C@H](CO)Nc3ccc(-c4ccc(F)cc4)cc3[C@@H]21	2.1	-42.6	·	2.0
COc1ccc(S(=O)(=O)Nc2ccc3c(c2)C(=O)N([C@@H](C)CO)C[C@H](C)[C@H](CN(C)Cc2ccc(Cl)c(Cl)c2)O3)cc1	-0.4	1.6	114.1	14.0
C[C@@H]1CN([C@@H](C)CO)C(=O)c2cccc(NC(=O)C3CC3)c2O[C@@H]1CN(C)C(=O)Nc1ccc2c(c1)OCO2	-2.9	-83.1*	18.9	-2.4
CC(C)NC(=O)N1CC[C@@H]2[C@@H](CO)N(C)c3ccc(-c4ccc(F)cc4)cc3[C@@H]21	-0.1	17.2	99.8*	5.4
